Compound activity from PubChem BioAssay.
Cav3 T inh = blocks human Cav3.2 T-type calcium channel. B-score at 10 µM. O95180. 100,000 compounds, 4% hits. Cav3.2-expressing cells, Fluo-4 calcium fluorescence FDSS; stronger effect = lower value;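 active means single-dose well whose peak fluorescence ratio is a statistical outlier from its plate by either plate-standardised score or position-corrected B-score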
Numbers without * were called inactive. Not all compounds are listed, so the mix of outcomes need not match the whole.

SMILES	Cav3 T inh
COc1ccccc1N1CCN(C(=O)CCNS(=O)(=O)c2ccc(Br)s2)CC1	-4.7*
CC(=O)NC(Cc1cnc[nH]1)C(=O)O (stereo not given)	1.2
COC(=O)C(C)Oc1ccc(=O)[nH]n1 (stereo not given)	0.38
COc1ccc(CNC(=O)C2CCCN(S(=O)(=O)c3c(C)nn(C)c3C)C2)cc1 (stereo not given)	2.2
CCOc1cc(/C=N/NC(=O)COc2ccc(Cl)cc2)ccc1OS(=O)(=O)c1ccccc1	-2.2
CCOC(=O)c1cc(-c2ccccc2)n(CCC(=O)NC(C)CC)c1C (stereo not given)	-0.75
CCOc1cccc(NC(=O)C(Cc2cccs2)c2nn[nH]n2)c1 (stereo not given)	0.084
CS(=O)(=O)Nc1ccc(S(=O)(=O)N2CCOCC2)cc1	0.54
C=C1CCN([C@@H](Cc2ccccc2)C(=O)N2CCOCC2)S(=O)(=O)c2ccccc21	0.12
COc1[nH]c(/N=C/c2ccccc2)c(C#N)c1C#N	-5.9*
O=C(CCc1nc(-c2ccccc2F)no1)NC1CCN(Cc2ccccc2)CC1	1.4
Cc1coc2c1C(=O)C(=O)c1c-2ccc2c(C)cccc12	2
COC(=O)CCCC1=CC2=CC(=O)C(C)(OC(=O)c3cccs3)C(=O)C2=CN1CCc1c[nH]c2ccccc12 (stereo not given)	-0.34
Cc1ccc(CNC(=O)CCn2nc(-c3ccc(Cl)cc3)ccc2=O)cc1	-3.4
CCOc1ccc(-c2nnc3sc(COc4ccc(Cl)cc4)nn23)cc1	0.33
N#CCSc1nc2scc(-c3cccs3)c2c(=O)n1CCc1ccccc1	-2.7
Cc1ccc(CC2SC(=O)NC2=O)cc1Cl (stereo not given)	-0.56
COC(=O)c1oc2ccc(Cl)cc2c1-n1cccc1	-1
CCOCCCNC(=O)C(NC(=O)c1cnccn1)c1ccc(OC)cc1 (stereo not given)	0.49
COc1ccc(N2CCN(CCCNS(=O)(=O)c3ccc4c(c3)oc(=O)n4C)CC2)cc1	0.44
COc1ccc(N(Cc2ccccc2)C(=O)c2ccccc2[N+](=O)[O-])cc1	-3.9
Nc1nc(CN2CCN(c3ccccn3)CC2)nc(Nc2ccc(F)cc2)n1	-0.095
CCOc1ccc(C(N)=O)cc1OC	0.86
CC1CCCCN1C(=O)CSc1ccc(-c2ccc(F)cc2)nn1 (stereo not given)	2.4

Quoted at random: 6 entries already listed
SMILES	Cav3 T inh
CC1CCCCN1C(=O)CSc1ccc(-c2ccc(F)cc2)nn1 (stereo not given)	2.4
Nc1nc(CN2CCN(c3ccccn3)CC2)nc(Nc2ccc(F)cc2)n1	-0.095
Cc1ccc(CC2SC(=O)NC2=O)cc1Cl (stereo not given)	-0.56
CCOc1ccc(C(N)=O)cc1OC	0.86
N#CCSc1nc2scc(-c3cccs3)c2c(=O)n1CCc1ccccc1	-2.7
CCOCCCNC(=O)C(NC(=O)c1cnccn1)c1ccc(OC)cc1 (stereo not given)	0.49

Later entries
SMILES	Cav3 T inh
CCC(C)(C)NC(=O)C(c1ccco1)N(C(=O)CNC(=O)c1cccs1)c1cccnc1 (stereo not given)	0.09
CC(C)CC(NC(=O)C(NC(=O)OC(C)(C)C)C(C)C)C(=O)NC(CCC(=O)OCc1ccccc1)C(N)=O (stereo not given)	-2.2
Cc1ccc(NC(=O)N2CCC(c3nc4c(nnn4Cc4c(F)cccc4Cl)c(=O)[nH]3)CC2)cc1	-1.7
CC(OC(=O)CNC(=O)C12CC3CC(CC(C3)C1)C2)C(=O)Nc1ccc(N2CCOCC2)cc1 (stereo not given)	0.25
CC(C)c1ccc(NC(=O)c2ccc(Br)o2)cc1	-0.57
CCN(CCCNC(=O)CCNC(=O)Cn1cnc2ccccc2c1=O)c1cccc(C)c1	-0.33
Cc1nn(-c2ccc(F)cc2)c2sc(C(=O)OCC(=O)N3CCC(C)CC3)cc12	-1.5
COc1ccccc1Nc1ncc(-c2cccs2)s1	0.54
CC(=O)N1c2ccccc2NC2=C(C(=O)CCC2)C1c1cccnc1 (stereo not given)	-1.3
CC(=O)c1cccc(NS(=O)(=O)c2ccc(N/C=C\C(=O)c3ccc(C)cc3)cc2)c1	-0.44
CCC(=O)Nc1ccccc1C(=O)N1CCCC1	0.55
NNC(=O)C1CCCn2c1nc1sc3c(c1c2=O)CCCC3 (stereo not given)	0.17
COc1ccccc1NC(=O)c1c(NC(=O)c2ccco2)sc2c1CCC2	-1.5
CC(C)c1nc(N2CCOCC2)c(C#N)c2c1COC(C)(C)C2	-2.4
CSc1ccc(/C=C/C(=O)c2ccc(NC(C)=O)cc2)cc1	1.8
CCOC(=O)N1CCN(C(=O)c2ccc(NC(C)=O)cc2)CC1	1.1
Nc1nc(Cn2nnc(-c3ccccc3Cl)n2)nc(N2CCOCC2)n1	-0.38
COC(=O)c1[nH]c2ccccc2c1NC(=O)Oc1ccccc1	-0.38
CCCC(=O)Nc1nc2ccc(OCC)cc2s1	-0.43
O=C(Cn1[nH]c(=O)c2ccccc2c1=O)NC1CCN(Cc2ccccc2)CC1	1.6
CCOCCCNC(=O)C(NC(=O)c1ccc2c(c1)OCO2)c1ccc(OC)cc1 (stereo not given)	1.5
CC1CN(c2nnnn2-c2ccccc2)CC(C)O1 (stereo not given)	0.079
COC(=O)c1sc(NC(=O)COc2ccccc2OC)nc1C	0.35
CCOC(=O)C1CCCN(C(=O)c2ccc(CNc3c(N4CCC(C)CC4)c(=O)c3=O)cc2)C1 (stereo not given)	0.41
CCOC(=O)c1[nH]c2ccc(OC)cc2c1NC(=O)OC	0.52
CCCc1nc(SCC(=O)NNC(=O)C2CCCCC2)c2ccccc2n1	-1
CCn1c(-c2ccc(F)cc2)n[nH]c1=S	0.055
CCOC(=O)CSC1=NC(=O)/C(=C\c2ccc(OC(C)=O)cc2)S1	-3.6
COc1cccc(Nc2nc(-c3sc(NC(=O)c4ccco4)nc3C)cs2)c1	0.69
O=C(O/N=C/C1=C(Cl)c2ccccc2CC1)c1ccc(F)cc1	-0.38
CC(C)CC(=O)Nc1ccc(OCC(=O)O)cc1	-1.2
CCOC(=O)c1ccccc1NC1OC(=O)c2ccccc21 (stereo not given)	0.091
COc1ccc(-c2occ(C(=O)O)c2C(=O)O)cc1	0.69
C=CCNC(=S)N1CCN(CCN=CC2=C(O)CC(c3cccs3)CC2=O)CC1 (stereo not given)	0.012
CC(C)(C)[C@@H]1C=C(C(=O)N2CCN(Cc3ccccc3)CC2)O[C@H](OCc2ccc(CO)cc2)C1	0.74
COc1cccc2c(=O)n(CC(=O)N3CCC(C)CC3)ccc12	1.4

Arranged by value in Cav3 T inh (rising): 5 from the list above
Molecule | Cav3 T inh
CC(C)CC(=O)Nc1ccc(OCC(=O)O)cc1 | -1.2
O=C(O/N=C/C1=C(Cl)c2ccccc2CC1)c1ccc(F)cc1 | -0.38
CCn1c(-c2ccc(F)cc2)n[nH]c1=S | 0.055
COc1cccc(Nc2nc(-c3sc(NC(=O)c4ccco4)nc3C)cs2)c1 | 0.69
CC(C)(C)[C@@H]1C=C(C(=O)N2CCN(Cc3ccccc3)CC2)O[C@H](OCc2ccc(CO)cc2)C1 | 0.74

(cont.)
SMILES	Cav3 T inh
Cc1cc(F)ccc1S(=O)(=O)Nc1ccccc1C(=O)Nc1ccccc1N1CCOCC1	-5.9*
Cc1cc(C)n(CCO)c(=O)n1	0.58
C(=N\Nc1nc(N2CCOCC2)nc(N2CCOCC2)n1)/c1cccnc1	0.67
O=c1[nH]c2ccccc2n1CCCSCCCn1c(=O)[nH]c2ccccc21	-1.2
COCc1cc(C)nc2sc(C(=O)OC)c(N)c12	-0.092
CCOC(=O)N1C(=O)c2cc(OC)ccc2S1(=O)=O	0.63
O=C(C1CCCN(S(=O)(=O)c2cccc3nsnc23)C1)N1CCN(c2ccccn2)CC1 (stereo not given)	0.55
CCc1ccc(C2CC(c3ccccc3)Nc3nc(N)nn32)cc1 (stereo not given)	-0.43
Nc1ncnc2nc(N3CCN(C(=O)c4ccccc4)CC3)[nH]c12	0.39
CCOC(=O)c1[nH]nc(-c2cc(CC)c(O)cc2O)c1-c1cscn1	0.25
COc1ccc2[nH]c(=O)c(-c3nnn(-c4ccccc4)n3)cc2c1	-0.47
O=C(c1ccc(Br)cc1)N1CCCC1	0.58
CCOC(=O)C(Cc1c[nH]c2ccccc12)NC(=O)CNC(C)=O (stereo not given)	-0.4
CCOC(=O)CC1C(C(=O)OCC)ON2OC(C(=O)OC)C(C(=O)OCC)C12 (stereo not given)	0.29
CN(C)CCN1C(=O)C(O)=C(C(=O)c2cc3ccccc3o2)C1c1cccc(Br)c1 (stereo not given)	0.22
CC[C@@H](C)[C@H](NC(=O)OC(C)(C)C)c1nnc(S(=O)(=O)Cc2cc(C)ccc2C)o1	-0.67
COc1ccc[nH]c1=O	0.33
CC(C)c1ccc(S(=O)(=O)N2CCN(CCC(=O)Nc3ccc(N(C)C)cc3)CC2)cc1	-0.79
Cc1ccc(NCc2nnc(SCC(=O)c3ccc4c(c3)OCCO4)o2)c(C)c1	-0.17
COc1cc2c(cc1OC)CN(C(=O)C(C)(C)C)CC2	-0.24
O=C(O)c1ccc(COc2c(F)c(F)c(F)c(F)c2F)o1	2
COc1cccc(NS(=O)(=O)c2cc(C)ccc2OC)c1	-1.7
Cc1ccc2c(C(=O)CN3CCC4(CC3)OCCO4)c(C)[nH]c2c1	-0.18
COC(=O)c1nn(-c2ccccc2)c(-c2ccccc2)c1C(=O)c1ccccc1	-7.8*
Cc1ccc(CN2C3=NCCCN3c3ccccc32)cc1	0.018
COc1cccc(NC(=O)C(C)Oc2ccccc2)c1 (stereo not given)	-0.11
Cc1c(C(=O)N(C)Cc2ccccc2)oc2ccc(S(=O)(=O)N3CCCC3)cc12	-4
CSc1ccccc1NC(=O)Nc1ccccc1	-0.017
COc1ccc(-c2nnc(SC(C)C(=O)Nc3nccs3)n2-c2ccccc2)cc1OC (stereo not given)	-0.35
CCn1c(NC(=O)c2ccc(F)cc2)c2ccccc2nc1=O	0.81
O=C(COc1ccccc1F)Nc1ccc(S(=O)(=O)NCc2ccco2)cc1	-3.6
CCC1Oc2ccc(C)cc2N(CC(=O)N(Cc2ccc(C)o2)C2CC(C)(C)NC(C)(C)C2)C1=O (stereo not given)	-0.89
O=[N+]([O-])CC(=Nc1ccc(Cl)cc1)N/N=C\c1oc(O)c2ccccc12	-0.82
CC1(C)CC(=O)C(C=NCC2CCNCC2)=C(O)C1	0.76
Cc1csc2nc(CNS(=O)(=O)c3cccnc3)cn12	1.6
COc1ccc(-n2c(SCC#N)nc3ccccc3c2=O)cc1	-1.5

Exported with bars between the fields: entries from further up.
Structure | Cav3 T inh
CCC1Oc2ccc(C)cc2N(CC(=O)N(Cc2ccc(C)o2)C2CC(C)(C)NC(C)(C)C2)C1=O (stereo not given) | -0.89
O=[N+]([O-])CC(=Nc1ccc(Cl)cc1)N/N=C\c1oc(O)c2ccccc12 | -0.82
CC1(C)CC(=O)C(C=NCC2CCNCC2)=C(O)C1 | 0.76

The list goes on.
SMILES	Cav3 T inh
Oc1ccccc1/C=N/n1cnnc1	0.76
CCC1(CC)C(=O)C2=C3C1[C@H](C(=O)OC)C=C(C(=O)OC)C[C@H]3[C@H]1C(=O)N(Cc3ccccc3)C(=O)[C@H]1[C@H]2C (stereo not given in full)	0.69
COc1cccc(/C=N/Nc2nn3cnnc3c3ccccc23)c1	0.21
CCOC(=O)CCCc1sc(N)nc1-c1[nH]c(=O)[nH]c1C	-0.089
CCOC(=O)Cc1csc(NC(=O)NC2(C(F)(F)F)Oc3ccc(Cl)cc3O2)n1 (stereo not given)	0.61
Cc1cc(Nc2ccccc2)n(-c2ccc(Br)cc2)n1	-7.2*
Cc1ccc(C(C(=O)NCCc2ccccc2)N(C(=O)c2csnn2)C2CC2)o1 (stereo not given)	1.6
C=CCc1cc(/C=N\NC(=O)CSc2nnc(CCCc3ccc(OC)c(C)c3)o2)cc(OC)c1O	0.32
FC(F)(F)c1cnc(Sc2nnc(-c3cccs3)n2CC2CCCO2)c(Cl)c1 (stereo not given)	1.4
CCOc1ccc(N(CC(=O)NCC2CCCO2)S(=O)(=O)c2ccc(OC)c(OC)c2)cc1 (stereo not given)	1.7
O=C(CCl)N(c1ccc(Cl)cc1)c1c[nH]c2ccccc12	-3.2
COc1ccc(N2CCN(c3nc(NCCO)nc(N4CCOCC4)n3)CC2)cc1	1.1
Cc1nc2ccccc2c(=O)n1CC(=O)N1CCOCC1	-0.91
COc1ccc(-n2nnc3c(SCC(=O)NCc4ccco4)ncnc32)cc1	0.013
O=C(NCCN1CCN(Cc2ccccc2Cl)CC1)Nc1ccccc1	-0.41
CCOc1ccc(Nc2nc(Cc3nnc(SCC(=O)N(CC)CC)n3C)cs2)cc1	0.86
Cc1ccc(S(=O)(=O)/C(C#N)=C/c2c(N3CCN(C)CC3)nc3ccccn3c2=O)cc1	2.3
O/N=C1/CCCCc2sccc21	0.13
CCOC(=O)c1sc(NC(=O)CN(CC)CC)c(C(=O)OCC)c1C	-0.23
CC(C)NC(=O)C1CCN(C(=O)C(C(=O)c2ccccc2)n2cc(Cl)ccc2=O)CC1 (stereo not given)	1.1
COC(=O)c1sccc1NC(=O)C1C2C=CC(O2)C1C(=O)O (stereo not given)	0.16
C#CCNc1nc(C)nc2c1nnn2Cc1ccccc1F	-0.14
CSc1nc2ccccc2n1Cc1c(Cl)cccc1Cl	-3.7
CCCN(CCC)CCNC(=O)C1c2ccccc2C(=O)N(CCOC)C1c1ccc(F)cc1 (stereo not given)	1.3
COc1ccc(OCC(O)Cn2c(=N)n(CCN3CCOCC3)c3ccccc32)cc1 (stereo not given)	-0.13
COc1ccc(CN2C(=O)c3cccnc3C2O)cc1 (stereo not given)	0.62
CCOc1ccc(N(CC(=O)NCc2cccc(OC)c2)S(=O)(=O)c2c(C)noc2C)cc1	-4.6
Cc1ccc(-c2cnn(-c3cccc(C(F)(F)F)c3)c2N)cc1	0.92
Cc1ccc(NC(=O)CSCC(=O)N2CCOCC2)cc1	0.4
